Screening data as filed in PubChem.
TAAR1 antag: antagonists of human TAAR1 | Q96RJ0 | CHO RD-HGA16 TAAR1, Fluo-8 calcium fluorescence, antagonist | inhibition, % at 3 µM | 360,000 compounds, 1.5% hits | AID 624466;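 active = inhibition above a per-plate cutoff, the mean inhibition of test compounds on that plate plus 3 SD, cut at about 49% in these data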;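 note: 0% = DMSO plus EC80 beta-PEA response and 100% = DMSO alone without agonist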
Target sequence (Q96RJ0 whole entry, looked up): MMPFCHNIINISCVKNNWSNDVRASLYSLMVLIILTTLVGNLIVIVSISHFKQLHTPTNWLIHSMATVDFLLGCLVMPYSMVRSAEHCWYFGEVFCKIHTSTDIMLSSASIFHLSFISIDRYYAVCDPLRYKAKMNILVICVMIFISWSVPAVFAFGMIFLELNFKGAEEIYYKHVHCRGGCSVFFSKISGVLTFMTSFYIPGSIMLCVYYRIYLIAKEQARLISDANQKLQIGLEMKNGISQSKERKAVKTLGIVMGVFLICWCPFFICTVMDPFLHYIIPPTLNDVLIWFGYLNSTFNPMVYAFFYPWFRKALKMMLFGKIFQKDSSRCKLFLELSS
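Test system – hTAAR1-expressing CHO RD-HGA16 cells, Gα16-coupled · Reagent – β-PEA at EC80 concentration, post-compound challenge · Compound dosing – 3 µM, single point · Timing – 140 s kinetic read after compound, 140 s after agonist · Detection – Fluo-8 intracellular calcium dye fluorescence, real-time kinetic reads · Control set – DMSO and EC80 PEA controls · Repeats – n of 1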
CHO-K1 Ca ag: M1 agonist counterscreen hit in parental CHO-K1 cells; Fluo-8 calcium fluorescence; scaled to maximal ATP response, vehicle zero; activation, % at 3 µM; 360,000 compounds, 0.48% hits; AID 602248; in the data active = activation above about 15%;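 note: untransfected CHO-K1 host cells lacking M1 receptor as counterscreen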
V1R ag counter: activates human V1a receptor in oxytocin agonist counter-screen. P37288. CHO-V1R cells, Fluo-8 calcium fluorescence, agonist mode; 0% DMSO, 100% 3 nM vasopressin. activation, % at 3 µM. 320,000 compounds, 0.25% hits. AID 2797;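 active = activation above the mean activation of all tested compounds plus 3 SD, per screening run, cut at about 20% in these data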;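 note: signal is peak over basal fluorescence ratio across a 100 second FLIPR read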
TAAR1 ag: agonists of human TAAR1. CHO RD-HGA16 TAAR1, Fluo-8 calcium fluorescence; vehicle wells 0%, saturating PEA agonist 100%. activation, % at 3 µM. 360,000 compounds, 0.99% hits. AID 624467;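 active = activation above the mean activation of all test compounds in the run plus 3 SD, cut at about 38% in these data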
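Assay system: CHO-derived RD-HGA16 cells with stable Gα16 and human TAAR1; timing: 17-24 h seeding, 75 min 37 °C dye, 30 min RT; read-out: % activation from peak over basal fluorescence ratio, DMSO-to-PEA scaled; measured by: kinetic Fluo-8 calcium fluorescence; benchmarks: low control DMSO, high control PEA (EC100); doses: 3 µM single concentration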
M1 ag: human M1 muscarinic receptor agonism; activation, % at 3 µM; 360,000 compounds, 0.33% hits; CHO-K1 hM1, Fluo-8 calcium fluorescence, agonist mode; 0% DMSO, 100% acetylcholine EC100; P11229;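 active = activation above the run's mean compound activation plus 3 SD, cut at about 16% in these data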;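 note: peak over basal fluorescence ratio within a 140 s kinetic read after compound addition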
Target sequence (P11229 whole entry, looked up): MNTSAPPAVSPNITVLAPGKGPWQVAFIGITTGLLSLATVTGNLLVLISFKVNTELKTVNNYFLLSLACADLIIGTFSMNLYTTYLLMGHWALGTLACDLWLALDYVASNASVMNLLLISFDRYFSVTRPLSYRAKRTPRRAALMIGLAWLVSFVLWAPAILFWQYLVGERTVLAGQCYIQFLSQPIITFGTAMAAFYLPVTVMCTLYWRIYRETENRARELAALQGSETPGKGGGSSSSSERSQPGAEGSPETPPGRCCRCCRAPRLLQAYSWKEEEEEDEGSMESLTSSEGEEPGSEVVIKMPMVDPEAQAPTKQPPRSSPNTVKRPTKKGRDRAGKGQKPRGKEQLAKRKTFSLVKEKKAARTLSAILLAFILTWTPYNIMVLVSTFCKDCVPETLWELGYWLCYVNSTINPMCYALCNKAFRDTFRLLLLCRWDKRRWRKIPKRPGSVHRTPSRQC
CHO parental Ca: signal in parental CHO cells, OX1R antagonist counter-screen; parental CHO-K1, ATP-induced calcium, Fluo-8 fluorescence; inhibition, % at 5.6 µM; 330,000 compounds, 0.63% hits;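 active = inhibition above that plate's mean sample inhibition plus 3 SD, cut at about 26% in these data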;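 note: 0% = ATP-challenged DMSO wells and 100% = DMSO wells without ATP; some compounds past the cut are filed as inactive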
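test system = CHO parental line | reagent = ATP stimulus | measured by = intracellular calcium via Fluo-8 no-wash fluorescent dye | control set = ATP and no-ATP DMSO wells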
CHO-K1 Ca PAM: counter-screen for M1 PAMs: effect in parental CHO-K1 cells. AID 602247. activation, % at 3 µM. 360,000 compounds, 0.02% hits. ATP EC20, Fluo-8 calcium fluorescence; 0% at ATP EC20, 100% at ATP max;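 active = activation above the run cutoff, the mean activation of all test compounds plus 3 SD, cut at about 40% in these data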;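 note: peak over basal fluorescence ratio in a 140 s read after ATP addition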
OXTR potentiate: potentiates the human oxytocin receptor response; P30559; CHO-OTR cells, Fluo-8 calcium fluorescence, potentiator mode; 0% = oxytocin EC15, 100% = EC100; activation, % at 3 µM; 320,000 compounds, 0.061% hits; AID 2445;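 active = activation above that plate's cutoff, the mean activation of tested compounds plus 3 SD, cut at about 6.6% in these data, passing the limit was not always enough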;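 note: 100% uses oxytocin at 75 nM as the full agonist control; some results filed as inactive read as strong as hits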
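Measured by – Fluo-8 calcium dye fluorescence · Test system – human OTR in CHO cells · Dosing – one concentration, 3.0 µM compound · Controls – EC15 oxytocin alone as 0%, 75 nM oxytocin as 100% · Evaluation – normalized max/min fluorescence ratio, % activation · Timing – 6 min pre-incubation, 100 s read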
CHO-K1 Ca antag: counter-screen for M1 antagonists: effect in parental CHO-K1 cells | ATP-induced calcium, Fluo-8 fluorescence | inhibition, % at 3 µM | AID 602250 | 360,000 compounds, 0.6% hits;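 active = inhibition above a per-plate cutoff, the plate's mean sample inhibition plus 3 SD, cut at about 24% in these data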;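 note: 0% = DMSO plus EC80 ATP and 100% = DMSO alone without ATP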
The depositor's hits bear a star; / = no result given.

molecule | TAAR1 antag | CHO-K1 Ca ag | V1R ag counter | TAAR1 ag | M1 ag | CHO parental Ca | CHO-K1 Ca PAM | OXTR potentiate | CHO-K1 Ca antag
Cc1ccc(C)c(-n2nnc3ccccc3c2=O)c1 | -1.4 | -0.1 | / | 0.1 | -3.8 | / | 13.1 | / | -6.5
NC(=S)NNc1cc(Cl)cc(Cl)c1 | 6.4 | 9.5 | 0.3 | 10.0 | -1.1 | 1.1 | 16.9 | -5.2 | 2.4
O=C1NC(=O)/C(=C/c2ccc(-c3cccc([N+](=O)[O-])c3)o2)S1 | 4.6 | -0.1 | / | -1.3 | -0.6 | / | -26.3 | / | 23.5
COc1cccc(NC(=O)COC(=O)/C=C/c2c(C)nn(-c3ccccc3)c2C)c1 | 26.6 | 2.1 | 1.3 | 0.4 | -4.2 | -22.4 | 14.8 | -6.2 | 6.0
CCOc1cc(/C=C2/NC(=O)NC2=O)cc([N+](=O)[O-])c1O | 2.9 | -0.7 | 0.6 | 6.2 | -1.4 | 5.7 | 5.2 | -4.6 | 15.1
O=C(NCc1ccc(Cl)cc1)c1ccc(-c2ccc(F)c(F)c2)c2ccoc12 | 9.1 | -0.5 | / | 1.1 | -2.9 | / | 4.5 | / | -1.7
COc1ccc(CNC(=O)CN(C(=O)c2snc(C(N)=O)c2N)c2ccccc2F)cc1 | 40.3 | 6.1 | 5.8 | 13.9 | 4.3 | -13.9 | 18.6 | -14.2 | -11.2
CC1CCCC(NC(=O)c2ccc3c(c2)NC(=O)CS3)C1C (configuration not stated) | -15.2 | 2.2 | -0.4 | 0.8 | -2.0 | -9.3 | 2.3 | -0.6 | -12.4
Cc1ccc(C(=O)N(CCN2CCCCC2)CC2CCCN(C3CCCC3)C2)s1 (configuration not stated) | -19.6 | 0.0 | / | 0.2 | -6.9 | / | 14.5 | / | -4.6
CC(C)(C)C(=O)C[n+]1ccc(C(N)=O)cc1 | -17.9 | 0.2 | 0.7 | 3.9 | -1.7 | -8.3 | 22.4 | -3.0 | -10.7

Another view of some results above.
CCOc1cc(/C=C2/NC(=O)NC2=O)cc([N+](=O)[O-])c1O
- TAAR1 antag = 2.9
- CHO-K1 Ca ag = -0.7
- V1R ag counter = 0.6
- TAAR1 ag = 6.2
- M1 ag = -1.4
- CHO parental Ca = 5.7
- CHO-K1 Ca PAM = 5.2
- OXTR potentiate = -4.6
- CHO-K1 Ca antag = 15.1

O=C(NCc1ccc(Cl)cc1)c1ccc(-c2ccc(F)c(F)c2)c2ccoc12
- TAAR1 antag = 9.1
- CHO-K1 Ca ag = -0.5
- V1R ag counter = /
- TAAR1 ag = 1.1
- M1 ag = -2.9
- CHO parental Ca = /
- CHO-K1 Ca PAM = 4.5
- OXTR potentiate = /
- CHO-K1 Ca antag = -1.7

New compounds follow
molecule | TAAR1 antag | CHO-K1 Ca ag | V1R ag counter | TAAR1 ag | M1 ag | CHO parental Ca | CHO-K1 Ca PAM | OXTR potentiate | CHO-K1 Ca antag
Cc1ccc(-c2noc(CSc3nnnn3-c3ccccc3)n2)cc1 | 6.8 | 1.9 | 1.6 | 0.5 | -6.3 | -2.5 | 0.1 | -5.0 | -17.2
Nn1c(Cc2cccc3ccccc23)nnc1SCCOc1ccc(F)cc1 | -3.4 | 1.2 | -0.9 | -1.4 | -5.7 | -9.6 | 20.0 | -6.9 | -16.0
O=C(NCC1CCCN(C(=O)NCc2ccccc2)C1)c1ccc2c(c1)OCO2 (configuration not stated) | -12.2 | -0.1 | -0.5 | 4.3 | -4.2 | -19.4 | 11.1 | -1.1 | -9.8
NC(=O)C[C@H](NC(=O)c1ccc(Cl)cc1)C(=O)OCc1ccccc1 | -12.2 | -0.2 | -1.0 | 0.5 | -3.3 | -2.5 | -1.9 | 4.6 | -2.0
COc1ccc(-c2ccc(SCC(=O)N3CCN(c4ccccc4)CC3)nn2)cc1 | 0.3 | 0.2 | 0.6 | 1.0 | -2.0 | -6.5 | 0.0 | 0.7 | -8.5
COc1ccc(-c2nnc3n2-c2ccccc2SC3)cc1OC | 6.2 | 0.6 | -0.2 | 17.6 | -3.2 | 6.2 | 7.5 | -8.4 | -10.1
Cc1cc(=O)[nH]c(N/N=C/c2c(F)c(F)c(F)c(F)c2F)n1 | 2.0 | 0.1 | 0.5 | 3.5 | 1.2 | -1.2 | 7.4 | -6.6 | -17.8
CC(=O)NNS(=O)(=O)c1scc(S(=O)(=O)c2ccc(Cl)cc2)c1C | 5.9 | 1.9 | 1.8 | 2.0 | 1.4 | 0.5 | 7.8 | -4.8 | -14.2
CC1N(C(=O)N2CCOCC2)CCN1S(=O)(=O)c1cccc(C(F)(F)F)c1 (configuration not stated) | 8.9 | 1.6 | 0.5 | 3.9 | -1.8 | -19.1 | 3.6 | 7.2 | -18.6
Cc1cc(C)cc(NC(=O)Nc2ccc(Cl)cn2)c1 | -4.4 | -0.2 | 0.2 | 4.8 | -4.1 | -9.7 | 1.3 | -2.9 | 0.2

Going on with the list:
molecule | TAAR1 antag | CHO-K1 Ca ag | V1R ag counter | TAAR1 ag | M1 ag | CHO parental Ca | CHO-K1 Ca PAM | OXTR potentiate | CHO-K1 Ca antag
COc1ccc(Cl)cc1/C=C1/C(=O)ON=C1C | -29.6 | 0.5 | 0.1 | 2.4 | -1.1 | 5.3 | -11.4 | -14.6 | -11.9
COc1ccc(CN2CCc3ccccc3C2)cc1Br | 13.9 | 1.4 | -0.7 | 2.7 | -9.2 | -8.2 | 12.9 | -2.1 | -6.5
O=C(O)CC(NCc1ccco1)C(=O)OCCc1ccccc1 (configuration not stated) | 8.7 | -0.1 | 0.7 | -2.0 | -1.1 | -7.7 | -2.6 | -3.2 | 6.9
Cc1cc(C)c(N2C(=NC(=O)CCCC(=O)O)SC3CS(=O)(=O)CC32)c(C)c1 (configuration not stated) | -15.7 | 1.7 | -0.2 | 5.3 | -4.4 | -4.8 | 13.5 | 0.9 | 0.8
CC1(C)Cc2c(cnn2-c2ccc(F)cc2)C(NC(=O)CCCN2CCCCC2=O)C1 (configuration not stated) | -36.0 | 1.4 | -0.1 | 0.5 | -4.0 | -8.8 | 13.3 | -9.4 | -6.9
COC(=O)CSc1nnc(CNC(=O)c2ccc(S(=O)(=O)N3CCCCC3)cc2)n1C | 4.3 | 12.9 | 3.4 | 3.8 | -8.1 | -0.2 | 10.1 | -3.6 | 3.1
O=C1Nc2ccc(Br)cc2/C1=N\N=C\C1=C(N2CCOCC2)C(=C/c2ccccc2)/CC1 | -5.1 | -0.3 | / | 1.5 | -3.2 | / | -20.0 | / | 5.1
CCc1nc2ccc(C(=O)Nc3cccc(OCC(=O)N(C)C)c3)cn2c1N(CCN(C)C)CC1CC1 | -33.6 | 0.3 | / | 1.9 | 6.8 | / | -13.6 | / | 3.3
Nc1nc(-c2ccc(Cl)cc2)nc(-c2ccc(Cl)cc2)n1 | -1.8 | 1.2 | 0.9 | 0.1 | -2.4 | -5.0 | 9.3 | 0.8 | -22.6
CC(CCN(C)C)OC(=O)c1ccc(C(C)c2ccccc2)o1 (configuration not stated) | -8.2 | 1.8 | 0.3 | 7.8 | -14.2 | -12.7 | 8.8 | 2.4 | -19.0

Further entries:
molecule | TAAR1 antag | CHO-K1 Ca ag | V1R ag counter | TAAR1 ag | M1 ag | CHO parental Ca | CHO-K1 Ca PAM | OXTR potentiate | CHO-K1 Ca antag
Cc1ccc(/C=N\NC(=O)Cn2nnc3ccccc32)o1 | -17.4 | -0.2 | 1.1 | 5.9 | -2.5 | -7.3 | 3.7 | 1.0 | 2.2
CN(C)c1ccc(C(CNS(=O)(=O)c2ccc3ccccc3c2)c2c[nH]c3ccccc23)cc1 (configuration not stated) | -6.4 | 0.2 | -0.4 | 3.0 | 0.6 | -4.8 | -4.8 | -8.3 | -1.5
NC(=O)C1CCN(S(=O)(=O)c2cc3c4c(c2)CCN4C(=O)CC3)CC1 | -15.7 | 1.1 | 0.2 | 1.9 | -2.7 | 16.3 | 11.8 | -5.8 | -16.2
CCOC(=O)N1CCc2c(sc(NC(C)=O)c2C(N)=O)C1 | -0.6 | -0.1 | 0.2 | 1.0 | -3.8 | -9.8 | 2.6 | -4.3 | -7.7
COc1ccc(CN(C)C(C)C(=O)Nc2cccc3ccccc23)cc1 (configuration not stated) | -0.5 | -0.3 | -0.6 | -0.1 | -9.9 | -12.6 | 13.3 | -1.6 | -19.1
O=C(COC(=O)C1CC1)Nc1ccc(Cl)cc1Cl | 10.8 | 0.1 | -0.3 | 8.4 | -4.8 | -1.7 | 14.2 | -3.4 | -2.6
COc1ccc(C2=NN(C(=O)CSc3nc(=O)n4ccc(C)cc4n3)C(c3ccc(C)cc3)C2)cc1 (configuration not stated) | -30.9 | 0.0 | 0.1 | -0.8 | -1.1 | -8.7 | -9.0 | -8.1 | -3.3
COC(=O)c1ccc(/C=C/c2c(-c3ccc(OC)cc3)oc3ccc(N4CCOCC4)cc23)cc1 | 0.2 | 0.2 | -0.3 | -1.4 | -1.9 | 10.4 | -11.2 | -8.1 | 5.5
O=C1CC(c2ccco2)c2ccc3ccccc3c2N1 (configuration not stated) | 8.4 | -0.2 | -0.3 | 1.1 | -1.8 | -17.8 | 6.0 | -14.5 | 0.9
CC1CC(C)CN(CCCNC(=O)c2nn(C)c3c2CS(=O)(=O)c2ccccc2-3)C1 (configuration not stated) | -20.4 | -0.1 | -0.2 | 0.6 | -5.3 | -16.9 | -12.4 | 0.1 | -7.3

Quoted from the listing:
COc1ccc(CN(C)C(C)C(=O)Nc2cccc3ccccc23)cc1 (configuration not stated) in V1R ag counter shows -0.6
CCOC(=O)N1CCc2c(sc(NC(C)=O)c2C(N)=O)C1 in CHO-K1 Ca ag shows -0.1
CC1CC(C)CN(CCCNC(=O)c2nn(C)c3c2CS(=O)(=O)c2ccccc2-3)C1 (configuration not stated) in M1 ag shows -5.3
COC(=O)c1ccc(/C=C/c2c(-c3ccc(OC)cc3)oc3ccc(N4CCOCC4)cc23)cc1 in V1R ag counter shows -0.3
O=C(COC(=O)C1CC1)Nc1ccc(Cl)cc1Cl in TAAR1 ag shows 8.4
CN(C)c1ccc(C(CNS(=O)(=O)c2ccc3ccccc3c2)c2c[nH]c3ccccc23)cc1 (configuration not stated) in TAAR1 ag shows 3.0
COc1ccc(C2=NN(C(=O)CSc3nc(=O)n4ccc(C)cc4n3)C(c3ccc(C)cc3)C2)cc1 (configuration not stated) in V1R ag counter shows 0.1
